Anthrax LF prot: blocks Bacillus anthracis lethal factor protease. multiplex microsphere protease cleavage assay, LF. inhibition, % at 10 µM. 0.12% of 360,000 active; also: plate controls were buffer without enzyme for full effect and enzyme alone for no effect
Target sequence (P15917 whole entry, looked up): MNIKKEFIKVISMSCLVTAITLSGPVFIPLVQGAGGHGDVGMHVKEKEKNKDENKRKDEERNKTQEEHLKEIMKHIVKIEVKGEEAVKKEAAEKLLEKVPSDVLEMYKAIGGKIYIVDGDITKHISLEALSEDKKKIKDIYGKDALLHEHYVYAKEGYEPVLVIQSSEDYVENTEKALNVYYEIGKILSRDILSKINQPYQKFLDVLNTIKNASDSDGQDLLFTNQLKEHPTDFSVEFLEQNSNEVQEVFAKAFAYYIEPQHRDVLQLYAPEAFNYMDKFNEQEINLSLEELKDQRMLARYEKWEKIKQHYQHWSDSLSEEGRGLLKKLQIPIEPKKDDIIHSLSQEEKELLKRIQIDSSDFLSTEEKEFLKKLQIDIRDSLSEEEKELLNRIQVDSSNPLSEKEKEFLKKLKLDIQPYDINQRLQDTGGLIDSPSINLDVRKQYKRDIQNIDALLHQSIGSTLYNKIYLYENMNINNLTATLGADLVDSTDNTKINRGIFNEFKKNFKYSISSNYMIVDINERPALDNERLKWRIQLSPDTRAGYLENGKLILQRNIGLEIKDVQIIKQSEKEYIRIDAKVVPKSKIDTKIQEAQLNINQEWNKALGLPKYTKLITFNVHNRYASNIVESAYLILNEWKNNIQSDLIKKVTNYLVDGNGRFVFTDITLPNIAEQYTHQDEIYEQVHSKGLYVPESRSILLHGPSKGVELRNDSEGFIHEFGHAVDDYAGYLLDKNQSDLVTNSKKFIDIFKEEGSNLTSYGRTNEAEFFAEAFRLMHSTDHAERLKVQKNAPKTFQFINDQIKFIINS
MazF activator: activators of E. coli MazEF toxin-antitoxin RNase | activation, % at 20 µM | P0AE70 | AID 504720 | 0.32% of 350,000 active | FAM/BHQ RNA-DNA oligo cleavage fluorescence, 5 h; in the data active = activation above about 50%
Target sequence (P0AE70 whole entry, looked up): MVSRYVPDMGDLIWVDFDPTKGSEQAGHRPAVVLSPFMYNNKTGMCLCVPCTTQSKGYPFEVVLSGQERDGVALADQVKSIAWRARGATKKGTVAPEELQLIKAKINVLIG
CCHFV vOTU inh: blocks the CCHF virus ovarian tumor domain protease. CCHFV vOTU protease, Pep-AMC fluorescence. inhibition, % at 11.5 µM. 0.55% of 370,000 active. AID 651958; in the data active = inhibition above about 30%; also: 0% = vehicle wells with enzyme and 100% = no enzyme wells
BoNT-A LC inh2: blocks Botulinum neurotoxin A light chain protease. multiplex microsphere protease substrate cleavage, flow cytometry. inhibition, % at 10 µM. 0.17% of 360,000 active. AID 588499; also: plate controls were buffer without enzyme for full effect and enzyme alone for no effect
BoNT F protease: inhibitors of Botulinum neurotoxin F light chain protease; inhibition, % at 10 µM; 0.22% of 360,000 active; Multiplex microsphere protease cleavage assay, flow cytometry; in the data active = inhibition above about 35%, passing the limit was not always enough; inconclusive = no clear call, values can overlap the other calls; also: plate controls were buffer without enzyme for full effect and enzyme alone for no effect
Rv3671c protease: inhibitors of M. tuberculosis serine protease Rv3671c. inhibition, % at 5.96 µM. 0.048% of 320,000 active. P9WHR9; in the data active = inhibition above about 38%;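 also: extracellular domain of Rv3671c used as enzyme; 0% = enzyme with DMSO and 100% = no enzyme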
PrPC surface inh: inhibitors of human cell surface prion protein PrPC; P04156; TR-FRET read-out; inhibition, % at 13.8 µM; 0.43% of 370,000 active; AID 720596; in the data active = inhibition above about 24%; also: 0% = median of the test wells and 100% = reference compound wells
VHR inh abs: inhibitors of human VHR1 phosphatase (DUSP3); P51452; recombinant VHR phosphatase, pNPP absorbance; inhibition, % at 13.3 µM; 0.52% of 290,000 active; in the data active = inhibition above about 50%; also: some compounds called inactive have numbers as strong as hits
Target sequence (P51452 whole entry, looked up): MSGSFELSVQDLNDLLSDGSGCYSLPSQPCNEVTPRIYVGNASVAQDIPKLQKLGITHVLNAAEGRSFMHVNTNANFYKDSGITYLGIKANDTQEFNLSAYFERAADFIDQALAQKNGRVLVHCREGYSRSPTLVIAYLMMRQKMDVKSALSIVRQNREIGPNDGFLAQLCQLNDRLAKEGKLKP
SARS 3CLpro inh: SARS-CoV 3CLpro protease inhibition; 0.14% of 290,000 active; recombinant SARS-CoV 3CLpro, quenched FRET peptide cleavage; AID 1706; inhibition, % at 6 µM; P0C6X7; in the data active = inhibition above about 12%
SSB-PriA inh: inhibitors of Klebsiella pneumoniae PriA binding to SSB C-terminal tail; inhibition, % at 33 µM; AlphaScreen SSBct-PriA binding, biotinylated peptide; 0.6% of 430,000 active; AID 1272365; in the data active = inhibition mostly above about 37%, no sharp cut-off; inactive = mostly below about 20%;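 also: plate controls were negative control peptide for no effect and reference peptide for full effect; strong numbers were not always called active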
An asterisk follows results filed as active; ? = inconclusive; · = no result given; & = joins results of further samples. Rule as the data show it, unless noted: active = inhibition above about 30%; inconclusive = no clear call, values can overlap the other calls; inactive = below that. Not all compounds are listed. The share of hits here may be higher or lower than overall.

SMILES	Anthrax LF prot	MazF activator	CCHFV vOTU inh	BoNT-A LC inh2	BoNT F protease	Rv3671c protease	PrPC surface inh	VHR inh abs	SARS 3CLpro inh	SSB-PriA inh
CN(C)S(=O)(=O)c1cccc(NC(=S)NCCCn2ccnc2)c1	-3	5	1	-1.2	-2	-10	-2	0	4	-3
COc1ccc(C(c2sc3ncnn3c2O)N2CC(C)OC(C)C2)cc1OC (centres undefined)	-10	-10	11	-0.6	-10	-5	-4	5	-6	-7
CC12CCC(C(=O)Nc3ccc(Cl)cc3)([C@H](Br)C1=O)C2(C)C (some centres undefined)	21	10	8	0.1	9	0	-3	2	3	-10
CCN(c1ccccc1)S(=O)(=O)c1ccc(C(=O)Nc2ccccc2OC)cc1	-5	-11	-8	-0.7	5	-7	5	·	·	-10
CC(C)(C)CC(=O)NCc1ccc(F)cc1	-4	-4	3	0.0	-9	-1	5	29	4	-10
O=S(=O)(Nc1nc2c(s1)CCCC2)c1ccc2ccccc2c1	-9	-1	1	-0.7	-2	4	3	16	-2	-5
Cc1nc2ccccc2c(=O)n1-c1ccccn1	0	-11	3	-1.0	0	2	-1	4	-2	-17
CCOc1ccc(N(C)C(=O)CCc2nnc3ccc(NCc4ccco4)nn23)cc1	6	7	16	5.2	-8	4	-4	13	3	11
CCOC(=O)c1cncc(C(=O)O)c1	0	2	12	0.1	0	-3	5	42	-1	-12
CCOC(=O)NC(=O)CSc1nc2ccc(C)cc2[nH]1	-2	17	-3	-1.0	-1	4	-2	-15	1	1
CN1CCN(CC(=O)NN2CC(=O)N(c3ccc(F)cc3)CC2=O)CC1	-4	2	-9	-0.6	-2	-4	7	5	0	-13
N#Cc1nc(-c2ccco2)oc1NCCN1CCOCC1	-2	-1	-13	-0.5	-4	2	0	-1	8	-6
COc1ccc(S(=O)(=O)CCC(=O)N2CC(=O)N(CCc3ccccc3)C(=O)C2)cc1	-1	-1	1	0.7	10	1	5	4	-3	-7
O=C(NCc1ccccn1)c1ccc(OC2CCN(Cc3cccs3)CC2)cc1	-2	13	-1	-0.7	-4	6	5	-48	-2	-3
CCCNC(=O)C1(C)CCCN(Cc2cc(-c3ccccc3)n(C)n2)C1 (centres undefined)	-5	·	-5	0.3	6	·	0	·	·	·
Cc1ccc(S(=O)(=O)NC(CC(=O)O)c2ccco2)cc1 (centres undefined)	-5	-1	-1	?	-2	-2	1	7	1	-6
COc1ccccc1N1CCN(C(=O)CCNC(=O)Cn2ccc3ccccc3c2=O)CC1	0	8	-8	0.5	3	-2	-2	28	-2	-17
COc1ccc(C2CC(c3ccc4ccccc4c3OC(C)=O)=NN2C(=O)/C=C/c2ccccc2)cc1 (centres undefined)	0	-5	-4	0.1	-1	-21	2	-4	4	2
COC(=O)c1[nH]c2cc(OC)ccc2c1N=CN(C)C	-6	-2	2	-0.1	-13	-5	-8	-6	-1	4
COc1ccc(C2(C(=O)NCCc3ccccc3)CCCC2)cc1OC	-3	4	·	-4.5	-10	-11	·	·	-3	-3
CN(C)c1nc(Nn2cnnc2)nc(N(C)C)n1	-4	15	-3	-1.6	-1	0	-4	13	4	-17
COc1ccc2c(Cl)c(-c3nnc(SCC(N)=O)n3C)sc2c1	-11	-2	-6	-0.8	-9	-2	1	6	-2	-12
Cc1ccc(S(=O)(=O)NC2(C(F)(F)F)C(=O)Nc3c2c(=O)[nH]c(=O)n3-c2ccccc2)cc1 (centres undefined)	1	7	-10	-0.3	-2	-3	-6	6	-9	-8
Oc1ccccc1C1=NN(c2ccccc2)C(c2ccccc2)C1 (centres undefined)	-4	-6	-2	0.6	?	10	14	-15	2	-5
O=C(c1nc2ccccc2[nH]1)c1ccccc1[N+](=O)[O-]	16	8	5	-1.8	?	0	-9	9	-1	1
COc1cccc(C(C(=O)NC2CCCC2)N(C(=O)c2ccco2)c2ccccc2F)c1OC (centres undefined)	-2	-4	-2	0.8	-2	-2	1	8	0	4
CCOc1ncccc1C(=O)NCc1ccc(OC)cc1	-2	-6	·	-1.0	-2	-9	·	-7	2	-20
O=c1c2ccccc2nc2c3ccccc3c(NCc3ccco3)nn12	2	6	-7	-0.9	0	0	2	-13	1	-6
CCC(C)N(C(=O)c1csnn1)C(C(=O)NCc1ccc(F)cc1)c1ccco1 (centres undefined)	-28	0	0	?	34	-2	3	6	-4	-1
COCCOC(=O)C1=C(N)OC2=C(C(=O)CC(C)(C)C2)C1c1cccnc1 (centres undefined)	-2	1	-8	0.8	-2	-9	-1	13	-1	-10
COCCN(CC(=O)Nc1cccc(C)c1C)C(=O)c1cc2c(s1)CCC2	-2	3	9	0.5	-8	6	4	·	·	-14
CCOC(=O)c1c(C)n(C)c2ccc(OCC(O)CN3CCN(C)CC3)cc12 (centres undefined)	-4	6	2	0.2	-10	3	-8	21	5	2
CC1CCCC(NC(=O)CN(C)CC(=O)Nc2ccc(F)cc2)C1C (centres undefined)	-1	8	14	-0.4	-5	0	4	·	·	2
CCOC(=O)C1=C(N)N(c2cc(S(=O)(=O)N3CCOCC3)ccc2Cl)C(=O)C1	-3	3	8	-0.4	-2	-1	3	4	1	-3
COc1ccccc1-c1cnc(C(O)c2cccc(CN3CCCCC3)c2)[nH]1 (centres undefined)	-7	·	-23	0.0	4	·	2	·	·	·
COc1ccc(C2(c3ccc(OC)cc3)NC(=O)N(CC(=O)Nc3ccccc3)C2=O)cc1	0	10	2	-3.0	22	-17	1	20	6	-5
CCC(=O)N1CCN(C(C)=O)C1c1ccccc1 (centres undefined)	-2	-2	17	-0.4	3	7	0	36	2	-13
CCc1nnc(NC(=O)C2CCCCN2S(=O)(=O)c2ccccc2)s1 (centres undefined)	-4	0	-2	-2.1	-5	4	2	28	0	8
COc1cccc(NC(=O)CSc2nnc3ccc(-c4ccccn4)nn23)c1	10	10	-7	1.8	6	·	0	·	·	14&-8
O=C(CSc1oc(-c2ccco2)nc1S(=O)(=O)c1ccc(Cl)cc1)NCC1CCCO1 (centres undefined)	-1	-5	6	0.2	-3	4	-2	12	-8	-2
CC(C)Oc1ccc(C(=O)NC2CCSc3ccccc32)cc1 (centres undefined)	1	0	18	0.6	9	-6	-3	1	-4	-11
Cn1ncc([N+](=O)[O-])c1C(=O)Nc1ccc2c(c1)OCCO2	-2	10	10	-0.4	-24	3	-6	25	2	8
Cc1[nH]c2ccccc2c1-c1nc(N)sc1C	-16	-6	-18	-2.5	-9	6	1	-22	-2	10
O=C(C[n+]1ccc(/C=N/O)cc1)NC1CCCCC1	0	-14	4	0.0	-3	-1	-11	6	-2	·
CCOC(=O)C1=C(CC)OC(N)=C(C#N)C1c1cccs1 (centres undefined)	0	-6	3	0.4	0	-4	3	16	4	-7
COc1ccccc1NC(=S)NCc1ccco1	-1	3	1	0.9	-1	-11	9	6	5	5
CCOC(=O)c1ccccc1NC(=O)c1n[nH]c(=O)c2ccccc12	0	12	-6	-0.6	1	-2	1	-7	0	-5
CN(C)C(=O)c1cccn(Cc2cccc(C(F)(F)F)c2)c1=O	2	4	-7	0.6	-6	10	6	-16	2	3
O=C1CCCN1CCCNS(=O)(=O)c1ccc(Br)s1	1	-3	1	-1.0	-1	4	-2	-4	-3	6
C/C=C/c1cc(CN2CCN(c3ccc(OC)cc3)CC2)c(O)c(OC)c1	-3	-4	6	-1.5	-4	-1	-1	18	-2	38

Reformatted: 2 of the compounds above
Below each SMILES – Anthrax LF prot	MazF activator	CCHFV vOTU inh	BoNT-A LC inh2	BoNT F protease	Rv3671c protease	PrPC surface inh	VHR inh abs	SARS 3CLpro inh	SSB-PriA inh
CC(C)Oc1ccc(C(=O)NC2CCSc3ccccc32)cc1 (centres undefined)
  1	0	18	0.6	9	-6	-3	1	-4	-11
Cn1ncc([N+](=O)[O-])c1C(=O)Nc1ccc2c(c1)OCCO2
  -2	10	10	-0.4	-24	3	-6	25	2	8

Next section:
SMILES	Anthrax LF prot	MazF activator	CCHFV vOTU inh	BoNT-A LC inh2	BoNT F protease	Rv3671c protease	PrPC surface inh	VHR inh abs	SARS 3CLpro inh	SSB-PriA inh
CC1=NC(C)Cc2ccccc21 (centres undefined)	-1	10	-9	0.3	-9	-1	3	0	-4	-11
[N-]=[N+]=CC(=O)CNC(=O)[C@@H](Cc1ccccc1)N1C(=O)c2ccccc2C1=O	-8	2	0	1.0	6	-3	-11	30	-10	-2
O=S(=O)(NCc1ccccc1)c1ccccc1Br	-6	10	-1	-0.1	0	-2	-2	26	·	-14
COc1ccc(C)cc1N(C(=O)c1snc(C(N)=O)c1N)C(C(=O)NC1CCCC1)c1ccc(F)cc1 (centres undefined)	3	0	-4	-2.5	-24	-13	-3	20	10	-13
Cc1ccc(N(C(=O)Cn2nnc(-c3ccc(C)o3)n2)C(C(=O)NC2CCCC2)c2ccco2)cc1 (centres undefined)	-4	-3	-1	-0.2	-3	4	-3	4	1	-5
CCc1nc2ccccc2c(C(=O)OCC(=O)N(CCOC)c2c(N)n(Cc3ccccc3)c(=O)[nH]c2=O)c1C	1	-1	-9	-4.9	-10	·	-5	·	·	4
C=C(C)C(=O)Nc1cccc(C2=NOC3(C2)C[C@@H](C(N)=O)N(C(=O)/C=C/CC)C3)c1 (some centres undefined)	0	10	9	-0.2	5	-10	3	-8	·	14
Cc1ccccc1NC(=O)C1CC(=O)N(Cc2ccccc2)C1 (centres undefined)	-4	4	6	0.2	3	-7	7	-6	8	-2
CCOC(=O)c1cc2c(=O)n3ccccc3nc2n(Cc2ccco2)c1=NC(=O)c1ccc(OC)cc1	1	-2	-161	5.6	-4	3	-12	-6	6	6
Clc1ccc(-c2ccccc2)nn1	-2	13	-8	-1.2	-10	9	2	9	-3	-6
COC(=O)[C@]1(Cc2ccccc2)N[C@H](CN(C)C(=O)c2ccccc2)[C@@H]2C(=O)N(C)C(=O)[C@@H]21	3	-4	11	-0.2	-1	4	5	·	·	-15
Cc1cc(C)c(S(=O)(=O)N2CCN(S(=O)(=O)N3CCCCCC3)CC2)c(C)c1	11	2	12	0.5	-3	-3	5	20	-2	-4
CN(C)S(=O)(=O)c1ccc(C(=O)OCC(=O)NCc2ccco2)cc1	-6	12	14	0.1	1	0	9	22	0	-6
O=C(NO)C1CC2C=CC1C2 (centres undefined)	3	0	0	2.9	23	8	3	20	-1	-6
N#CC(c1ccc(Cl)cc1)c1nc2ccccc2nc1C(F)(F)F (centres undefined)	-3	-14	11	-0.1	-7	3	-4	4	4	-9
Cc1ccc(N2C(=O)N(CC(=O)Nc3cccc(C)c3C)C(=O)C2C)cc1 (centres undefined)	0	2	6	5.1	7	0	5	·	·	2
CC(OC(=O)CCc1ccccc1)C(=O)Nc1ncc(Cl)cc1Cl (centres undefined)	-4	6	-2	0.1	0	0	-5	0	11	-8
CC(=O)c1ccc(NS(=O)(=O)c2ccc(CC(C)C)cc2)cc1	-1	-7	-8	0.1	1	-7	5	-24	0	-22
Cc1n[nH]c(=O)c2c(NC(=O)CSc3nc4ccccc4c(=O)n3-c3ccc(OC(F)F)cc3)oc(C)c12	·	8	-9	·	·	9	-1	·	·	-2
COC(=O)c1c(C(=O)OC)c(-c2ccc(Br)cc2)n2c1CS(=O)C2 (centres undefined)	-6	-8	-15	-2.9	-14	-8	-5	31	-5	-5

Full records as entered above:
`N#CC(c1ccc(Cl)cc1)c1nc2ccccc2nc1C(F)(F)F` (centres undefined) in the list: Anthrax LF prot: -3; MazF activator: -14; CCHFV vOTU inh: 11; BoNT-A LC inh2: -0.1; BoNT F protease: -7; Rv3671c protease: 3; PrPC surface inh: -4; VHR inh abs: 4; SARS 3CLpro inh: 4; SSB-PriA inh: -9
`CN(C)S(=O)(=O)c1ccc(C(=O)OCC(=O)NCc2ccco2)cc1` in the list: Anthrax LF prot: -6; MazF activator: 12; CCHFV vOTU inh: 14; BoNT-A LC inh2: 0.1; BoNT F protease: 1; Rv3671c protease: 0; PrPC surface inh: 9; VHR inh abs: 22; SARS 3CLpro inh: 0; SSB-PriA inh: -6
`CC(=O)c1ccc(NS(=O)(=O)c2ccc(CC(C)C)cc2)cc1` in the list: Anthrax LF prot: -1; MazF activator: -7; CCHFV vOTU inh: -8; BoNT-A LC inh2: 0.1; BoNT F protease: 1; Rv3671c protease: -7; PrPC surface inh: 5; VHR inh abs: -24; SARS 3CLpro inh: 0; SSB-PriA inh: -22

Screening data: PubChem, several laboratories
